Bioassay records (PubChem)
Mtb UGM inh = inhibitors of M. tuberculosis UDP-galactopyranose mutase. P9WIQ1. purified UGM, fluorescence polarization probe displacement. inhibition, % at 10 µM. 320,000 compounds, 0.06% hits. AID 504406; in the data active means inhibition above about 10%, passing the limit was not always enough; inconclusive means no clear call, values can overlap the other calls
GDH-TPI counter = GDH-TPI coupled enzyme inhibition counter-screen; GDH-TPI coupled enzyme counterscreen, NADH absorbance; inhibition, % at 4.8 µM; 360,000 compounds, 1.2% hits; in the data active means inhibition above about 30%;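 further: 0% = DMSO wells and 100% = wells lacking the enzyme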
FadD28 FP inh = blocks FadD28 binding to the bisubstrate probe | AID 588549 | fluorescence polarization | 360,000 compounds, 0.22% hits | inhibition, % at 12.5 µM; in the data active means inhibition above about 8.5%, passing the limit was not always enough; inconclusive means no clear call, values can overlap the other calls
BoNT-F LC inh = BoNT F light chain protease inhibition; Multiplex microsphere protease cleavage assay, flow cytometry; inhibition, % at 10 µM; 360,000 compounds, 0.22% hits; AID 588497; in the data active means inhibition above about 35%, passing the limit was not always enough; inconclusive means no clear call, values can overlap the other calls; further: plate controls were buffer without enzyme for full effect and enzyme alone for no effect
PrPC TRFRET = inhibitors of human cell surface prion protein PrPC; P04156; TR-FRET read-out; inhibition, % at 13.8 µM; 370,000 compounds, 0.43% hits; in the data active means inhibition above about 24%; further: 0% = median of the test wells and 100% = reference compound wells
MazEF act = increases E. coli MazEF RNase cleavage of RNA | activation, % at 20 µM | FAM/BHQ RNA-DNA oligo cleavage fluorescence, 5 h | P0AE70 | AID 504720 | 350,000 compounds, 0.32% hits; in the data active means activation above about 50%
Target sequence (P0AE70 whole entry, looked up): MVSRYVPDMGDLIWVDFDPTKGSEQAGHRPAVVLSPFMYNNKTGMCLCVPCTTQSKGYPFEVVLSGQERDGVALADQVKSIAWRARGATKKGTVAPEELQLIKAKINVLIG
FBA Mtb inh = inhibitors of M. tuberculosis fructose-bisphosphate aldolase; P9WQA3; purified M. tuberculosis FBA, fluorescence read-out; inhibition, % at 1 µM; 360,000 compounds, 2.3% hits; AID 588726; in the data active means inhibition above about 27%;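 further: 0% = vehicle and 100% = reference inhibitor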
Target sequence (P9WQA3 whole entry, looked up): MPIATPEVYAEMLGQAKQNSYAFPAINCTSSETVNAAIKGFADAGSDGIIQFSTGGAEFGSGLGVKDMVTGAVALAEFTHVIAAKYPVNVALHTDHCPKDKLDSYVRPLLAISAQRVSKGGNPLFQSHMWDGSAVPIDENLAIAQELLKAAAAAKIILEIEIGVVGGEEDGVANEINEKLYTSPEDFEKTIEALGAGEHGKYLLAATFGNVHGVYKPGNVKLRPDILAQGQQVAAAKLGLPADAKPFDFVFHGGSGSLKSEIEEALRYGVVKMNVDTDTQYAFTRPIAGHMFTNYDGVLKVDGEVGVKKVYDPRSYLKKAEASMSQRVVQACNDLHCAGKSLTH
Rv3671c protease = Rv3671c (M. tuberculosis) protease inhibition | 320,000 compounds, 0.048% hits | P9WHR9 | inhibition, % at 5.96 µM; in the data active means inhibition above about 38%;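 further: extracellular domain of Rv3671c used as enzyme; 0% = enzyme with DMSO and 100% = no enzyme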
Target sequence (P9WHR9 whole entry, looked up, the tested form may be a part): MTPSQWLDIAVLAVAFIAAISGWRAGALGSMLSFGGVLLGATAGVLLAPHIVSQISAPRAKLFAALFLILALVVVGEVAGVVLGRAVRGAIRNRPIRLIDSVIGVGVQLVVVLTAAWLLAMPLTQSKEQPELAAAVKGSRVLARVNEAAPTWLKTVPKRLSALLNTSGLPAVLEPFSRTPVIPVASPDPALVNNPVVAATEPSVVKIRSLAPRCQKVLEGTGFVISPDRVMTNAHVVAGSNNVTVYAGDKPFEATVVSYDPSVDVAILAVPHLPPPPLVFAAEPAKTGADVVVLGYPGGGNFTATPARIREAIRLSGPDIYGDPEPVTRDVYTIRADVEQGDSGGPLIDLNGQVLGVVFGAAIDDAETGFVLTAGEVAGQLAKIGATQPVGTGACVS
BioA inh = inhibitors of Mycobacterium tuberculosis BioA enzyme; purified M. tuberculosis BioA enzyme, plate reader; inhibition, % at 9.99 µM; 360,000 compounds, 0.096% hits; in the data active means inhibition above about 40%; inconclusive means no clear call, values can overlap the other calls
* hit, by the source's call; ? = inconclusive; . = no result given. Rows are unselected. About 4.8% of those tested had a hit in this group.

No.	molecule	Mtb UGM inh	GDH-TPI counter	FadD28 FP inh	BoNT-F LC inh	PrPC TRFRET	MazEF act	FBA Mtb inh	Rv3671c protease	BioA inh
1	C=CCNC(=O)c1oc2ccc(S(=O)(=O)N3CCC4(CC3)OCCO4)cc2c1C	-3.4	0.9	-1.1	5.2	-3.7	6.7	1.6	4.0	1.7
2	Cc1ccc(NC(=O)CN2CCc3ccccc3C2)cc1S(=O)(=O)N(C)C	-1.1	0.0	1.8	4.1	-2.3	-5.6	2.7	6.4	.
3	COC(=O)[C@@H](NC(=O)Nc1cccc(OC)c1)C(C)C	0.9	4.2	0.7	5.0	-3.3	6.9	2.4	3.0	-2.4
4	CC(Cl)C(=O)NC(=O)NC12CC3CC(CC(C3)C1)C2 (stereo unspecified)	0.7	9.5	-3.4	1.1	4.3	8.6	0.1	7.1	1.2
5	CSC(=Nc1ccccc1)N=C(SCc1ccccc1)N(C)C	.	3.5	-1.0	-8.6	-11.3	-1.4	0.8	.	.
6	O=C(Nc1ccccc1N1CCN(C(=O)c2ccc(Cl)cc2)CC1)c1ccc2c(c1)OCO2	1.4	8.0	-0.6	-9.8	-2.9	1.7	2.3	1.7	-1.3
7	CC(C)c1ccc(NC(=O)CSc2nc(-c3ccccc3F)nc3nc[nH]c23)cc1	-0.7	1.4	0.1	-11.9	8.8	-12.5	-4.0	-7.9	.
8	FC(F)(F)c1cccc(Cn2nnnc2-c2cc(Cl)cc(Cl)c2)c1	-3.0	6.4	-1.4	-3.4	.	-2.5	-1.3	-3.9	1.6
9	Cc1ccc2nc(SCC(=O)NC3CCS(=O)(=O)C3)[nH]c2c1 (stereo unspecified)	0.8	-1.3	0.0	-14.3	9.9	7.9	3.1	4.8	-0.5
10	O=C(CN1CCN(S(=O)(=O)c2cc(C(F)(F)F)ccc2Cl)CC1)N1CCc2ccccc2C1	-2.6	2.2	-4.2	-8.2	4.6	-0.8	4.6	1.1	-0.1

Sorted by length of the SMILES (ascending): some entries from above.
No.	molecule	Mtb UGM inh	GDH-TPI counter	FadD28 FP inh	BoNT-F LC inh	PrPC TRFRET	MazEF act	FBA Mtb inh	Rv3671c protease	BioA inh
9	Cc1ccc2nc(SCC(=O)NC3CCS(=O)(=O)C3)[nH]c2c1 (stereo unspecified)	0.8	-1.3	0.0	-14.3	9.9	7.9	3.1	4.8	-0.5
7	CC(C)c1ccc(NC(=O)CSc2nc(-c3ccccc3F)nc3nc[nH]c23)cc1	-0.7	1.4	0.1	-11.9	8.8	-12.5	-4.0	-7.9	.
6	O=C(Nc1ccccc1N1CCN(C(=O)c2ccc(Cl)cc2)CC1)c1ccc2c(c1)OCO2	1.4	8.0	-0.6	-9.8	-2.9	1.7	2.3	1.7	-1.3

(more compounds)
No.	molecule	Mtb UGM inh	GDH-TPI counter	FadD28 FP inh	BoNT-F LC inh	PrPC TRFRET	MazEF act	FBA Mtb inh	Rv3671c protease	BioA inh
11	CCOc1ccc(CNc2ccc3c(c2)ncn3C(C)(C)C)cc1	-1.9	4.0	-1.6	-12.4	3.7	10.5	-3.1	-4.0	1.7
12	Cc1ccc2nc(-c3ccc(NC(=O)c4ccco4)cc3)[nH]c2c1	-0.5	54.3*	-11.1	-8.1	.	-10.2	1.0	-21.7	-1.0
13	CCC(Sc1nc2ccsc2c(=O)n1CCC(=O)O)C(=O)Nc1ccc(Cl)cc1 (stereo unspecified)	.	7.1	1.6	-1.6	-7.1	-0.7	-3.2	.	9.4
14	CN1CCN(C(=O)c2cnc(Cc3c[nH]c4ccccc34)c(I)c2)CC1	.	3.3	-1.9	-5.7	-5.0	.	0.1	.	2.3
15	COc1ccc(C2CC(=O)C3=C(C2)NC(C)=C(C#N)C3c2ccc(N(C)C)cc2)cc1 (stereo unspecified)	-1.7	13.6	-1.7	-11.0	-3.5	5.1	10.7	5.0	.
16	CCOc1ccc(NC(=O)Nc2cc(C)ccc2OC)cc1	-1.2	8.8	-1.8	-17.4	17.2	8.0	-11.0	-1.5	-1.0
17	CCCCC(C(=O)NC(C)(C)C)N(Cc1ccccc1)C(=O)c1snc(C(N)=O)c1N (stereo unspecified)	3.0	-9.4	-3.8	12.1	-1.5	-1.0	1.2	1.9	-1.8
18	CC(C)OCCCNc1ncnc2c1[nH]c1ccc(F)cc12	0.4	3.8	1.1	-3.5	19.7	4.2	31.8*	4.7	31.5
19	CN1CCN(C(=O)C2=C[C@H](c3ccc(Br)cc3)C[C@H](OCCCCO)O2)CC1	-0.5	1.8	-4.4	0.3	0.9	9.0	-1.8	-5.8	-0.2
20	COc1ccc(C(C)=O)cc1COC(=O)c1cccc(N(C)C)c1	-1.9	9.7	1.7	39.2*	-6.0	-6.4	1.8	1.0	0.3
21	Cc1cc(NC(=O)CCC2COc3ccccc3O2)no1 (stereo unspecified)	3.3	-5.7	-2.2	-6.4	-0.1	-3.8	2.9	3.0	1.2
22	COc1cc([N+](=O)[O-])cc2sc(NC(=O)C(C)(C)C)nc12	1.4	2.8	-2.1	-2.5	-6.3	4.7	-4.5	5.3	-2.0
23	CCOC(=O)C1=C(C)N=C2SCCC(=O)N2[C@@H]1/C=C/c1ccccc1	-0.3	18.2	-1.7	-2.1	-4.2	3.2	-4.3	2.5	-2.5
24	COC(=O)C1=COC(C)C2CN3CCc4c([nH]c5ccccc45)C3CC12 (stereo unspecified)	4.9	-1.0	-3.4	-37.5	-11.5	-595.8	-0.8	-3.9	-6.0
25	COc1cc([C@@H]2CC=C(C(=O)O)[C@H](c3cccc(Cl)c3)N2S(=O)(=O)c2ccc(C)cc2)cc(OC)c1OC	4.8	-1.7	-2.3	-7.0	2.5	2.9	0.0	-2.5	3.8
26	Cc1ccc(C(=O)Nc2nc(-c3ccco3)c(-c3ccco3)s2)o1	.	20.0	1.5	-17.9	3.8	-4.0	0.2	.	-0.9
27	Cc1ccc2c(c1)N(CCCC(=O)NCc1ccc3c(c1)OCO3)C(=O)CO2	8.6	3.4	-4.0	1.7	4.0	7.5	-0.5	-9.5	1.5
28	Cc1cc(C)cc(N2CC(C)(C)C2=O)c1	-1.7	-7.3	-0.2	-6.6	1.9	2.8	1.0	-2.2	.
29	CCOC(=O)c1ccc(N2C(=O)CC(C(=O)OC)=C2C)cc1	1.3	-1.9	-2.1	-19.0	4.3	3.1	1.2	2.3	-0.1
30	CC(C)c1nc2sc3c(=O)[nH]cnc3c2c2c1CCC2	0.4	-1.1	0.4	-3.3	18.7	-0.3	5.0	-24.0	.
31	O=C(O)C1CCCCC1C(=O)N1CCN(S(=O)(=O)c2ccc(F)cc2)CC1 (stereo unspecified)	-0.7	1.0	-1.3	1.4	-2.8	8.7	-1.4	-8.1	-0.5
32	COc1ccc(N2CC(O)=C(c3nc4ccccc4s3)C2=N)cc1	-0.7	20.4	-0.5	-13.2	21.3	1.2	1.5	-3.9	-3.2
33	CCCCN(C(=O)/C=C/c1ccc(OC)cc1)C1CCS(=O)(=O)C1 (stereo unspecified)	4.0	10.2	-0.6	.	-3.6	-8.0	-2.5	6.9	0.7
34	COc1ccc(C2CC(=O)c3cnc(NC(=O)c4ccccc4)nc3C2)c(OC)c1 (stereo unspecified)	-0.8	9.7	-3.7	-6.1	5.8	6.6	-1.3	-8.8	-1.0
35	S=C(Nc1ccc(Cc2ccncc2)cc1)Nc1cccc(Cl)c1	-0.7	18.8	-2.6	0.5	4.6	2.6	2.0	9.7	-0.7
36	O=C(COc1ccc2c(-c3ccccc3)cc(=O)oc2c1)Nc1cccnc1	0.8	5.2	-0.2	0.8	3.8	-4.6	0.0	0.1	1.6
37	CC(=O)Oc1cccc(N2C(=O)CC(Nc3ccc(N4CCOCC4)cc3)C2=O)c1 (stereo unspecified)	-0.3	0.4	-2.1	?	-4.2	0.2	-5.3	-10.9	1.5
38	CCS(=O)(=O)NCc1ccc2c(c1)cc(C)n2C	-1.4	1.9	-1.4	-115.9	-6.5	19.1	-1.8	9.4	3.1
39	Cc1ccc(C(=O)N2CCCc3ccccc32)c(F)c1F	-2.9	4.5	-0.3	10.0	2.4	7.1	2.0	-0.8	-1.8
40	CC(CCc1ccccc1)NC(=O)C(Cc1ccccc1)NC(N)=O (stereo unspecified)	0.2	0.0	-1.6	-3.7	7.1	-0.6	-0.2	2.9	-1.4
41	Cn1c(CCC(=O)Nc2cc(S(C)(=O)=O)ccc2Cl)nc2cc(S(=O)(=O)N3CCOCC3)ccc21	2.2	7.0	-1.1	10.7	5.1	3.0	-1.2	-2.0	0.7
42	COc1ccc(S(=O)(=O)N2CCC(Cc3ccccc3)CC2)cc1C(N)=O	0.0	2.6	0.0	-29.2	-2.9	0.6	1.6	-6.8	-1.6
43	CCOC(=O)C1CCN(C(=O)COc2ccc(N(C)S(=O)(=O)c3ccc(OCC)cc3)cc2)CC1	3.8	4.9	-5.3	-1.0	-10.4	-10.1	0.0	-3.1	.
44	O=C(NCCCCc1ccccc1)C1CC(c2cccc([N+](=O)[O-])c2)=NO1 (stereo unspecified)	4.1	7.6	-3.1	-4.9	-2.5	4.9	-0.5	1.9	0.3
45	COC(=O)Nc1ccc(C)c2nsnc12	0.8	-3.5	-3.5	-2.0	-13.0	7.1	1.3	-14.3	-1.0
46	CCCc1cc(C(=O)NCCc2ccc(OC)c(OC)c2)no1	1.7	-1.0	-3.7	-6.9	6.1	9.0	-2.1	-5.4	2.3
47	COC(=O)c1ccc(C2CC(=O)NC3=C2C(=O)CCC3)cc1 (stereo unspecified)	-2.8	-6.7	-3.1	10.9	-3.0	2.5	-0.5	-6.7	1.4
48	CC(C)C(NC(=O)C1CCCCC1)C(=O)NC1=NCCS1 (stereo unspecified)	-0.9	17.4	-0.3	-31.5	-3.2	9.4	0.7	0.5	-3.1
49	COc1ccc(/C=N/Nc2nnc(Cc3ccccc3)c(=O)[nH]2)cc1OC	3.3	19.0	-0.2	-6.8	4.2	7.1	-5.5	-1.3	.
50	CCC(C)c1ccc(N(CC(=O)NC(C)(C)C)C(=O)CNC(=O)c2cccs2)cc1 (stereo unspecified)	-2.1	3.4	-3.7	3.4	4.6	-45.9	-1.8	-8.4	-1.3
51	COc1ccccc1NC(=O)C[n+]1ccccc1C	-2.0	3.5	0.0	-21.3	3.0	9.6	-1.1	.	-1.2
52	CCCNc1c(F)c(F)c2c(C)c3ccccc3nc2c1F	-1.3	1.6	-1.9	-16.2	-11.2	-8.1	-0.8	-0.2	-1.6
53	O=[N+]([O-])c1nn(-c2ccc(Cl)cc2)n(O)c1=NCc1ccccc1Cl	-1.0	12.9	-1.9	.	-39.0	-3.2	0.9	3.9	.
54	CCOc1cc2c(cc1OCC)-n1cccc1C(c1cccc(F)c1)NC2 (stereo unspecified)	-6.9	6.4	-2.4	-12.2	-1.1	7.8	1.9	0.2	1.3
55	CN(Cc1ccc2c(c1)CCCN2C)C(=O)[C@H]1O[C@@H](n2ccc(=O)[nH]c2=O)[C@H](O)[C@@H]1O	.	.	-0.8	2.3	-5.2	.	-2.4	.	-1.4
56	Nc1ccccc1N=c1ssnc1Cl	.	-1.6	-6.5	-7.0	-2.4	-14.2	9.0	.	.
